TbMetRS inhib: T. brucei MetRS inhibitors, primary screen, biochemical, luminescence. methionyl-tRNA synthetase (Trypanosoma brucei brucei). inhibition, % at 11.9 µM. purified T. brucei MetRS, ATP depletion, Kinase-Glo luminescence. 360,000 compounds, 0.4% hits;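 active = inhibition above a per-plate cutoff of the control wells' mean inhibition plus 3 SD, cut at about 5.5% in these data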;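 note: 0% = DMSO wells median and 100% = median of wells with control inhibitor compound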
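Test system – parasite MetRS enzyme · Reagent – substrates ATP, L-methionine and bulk Escherichia coli tRNA · Doses – 11.9 µM compound single dose, 0.9% DMSO · Times – 15 min enzyme-compound preincubation, 2 h reaction, 10 min detection, 25 °C · Signal – Kinase-Glo luminescence, ATP depletion format · Controls – DMSO-only wells as low control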
Scp-1 inhibitor: Scp-1 phosphatase inhibitors, primary screen, biochemical, colorimetric, uHTS. Recombinant Scp1, phosphopeptide, malachite green phosphate absorbance. AID 493091, 2011. inhibition, % at 20 µM. 340,000 compounds, 0.88% hits;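 active = inhibition above about 50% at 20 µM, limit read from the data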;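 note: plate controls were DMSO wells with enzyme for no effect and wells lacking enzyme for full effect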
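Assay system: SCP-1 catalytic fragment, aa 76-261 | Buffer or medium: Tris acetate buffer pH 5.5 with MgCl2 and Tween-20 | Compound: One concentration, 20 µM, with 1.0% DMSO | Also added: Phospho 17-mer peptide substrate | Signal: Absorbance at 630 nm | Incubation: 45 min enzyme reaction at room temperature | Measure: % inhibition of SCP-1 phosphate liberation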
SUMO1-SIM PPI: modulators of SUMO1 protein-protein interactions, primary screen, biochemical, uHTS; SUMO1 binding to a labelled peptide, TR-FRET, 1 h; inhibition, % at 20 µM; 360,000 compounds, 0.33% hits; in the data active = inhibition above about 37%
Rpn11 inh: Rpn11 (PSMD14) deubiquitinase inhibitors, primary screen, biochemical, fluorescence polarization, uHTS | 26S proteasome non-ATPase regulatory subunit 14 (Homo sapiens), O00487 | human 26S proteasome, Ub4-pepOG fluorescence polarization; 20S core pre-blocked with epoxomicin | calls only at 20 µM | 360,000 compounds, 0.59% hits;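 active = inhibition at 20 µM, scaled to each plate's controls, above about 33%, limit read from the data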
LMPTP block: LMPTP phosphatase inhibitors, primary screen, biochemical, fluorescence intensity, uHTS; Low molecular weight phosphotyrosine protein phosphatase (Homo sapiens), P24666; recombinant LMPTP-A, OMFP fluorogenic substrate; inhibition, % at 20 µM; 360,000 compounds, 0.22% hits; AID 651560, 2012;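 active = compounds that cut the enzyme signal by at least half of the control window in the single-dose screen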;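 note: plate controls were DMSO wells with enzyme plus substrate for no effect and substrate without enzyme for full effect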
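Assay system: LMPTP-A enzyme. Input: 0.625 nM LMPTP-A final. Probe or stimulus: 400 µM OMFP. Compound dosing: single 20 µM dose. Schedule: 50 min dark incubation at room temperature. Detection: fluorescence intensity of OMFP turnover product. Read-out: percent inhibition versus substrate-only and uninhibited controls. Benchmarks: no-enzyme low control, uninhibited high control.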
NadD block: inhibitors of S. aureus NadD, primary screen, biochemical, colorimetric, uHTS. AID 602399, 2012. Nicotinate-nucleotide adenylyltransferase NadD (Staphylococcus aureus N315). inhibition, % at 20 µM. 360,000 compounds, 0.78% hits. purified NadD enzyme, colorimetric absorbance read-out; in the data active = inhibition above about 26%; note: some compounds past the cut are filed as inactive
DNMT1 block: human DNMT1 methyltransferase inhibitors, primary screen, biochemical, molecular beacon, fluorescence, HinP1I cleavage, uHTS; 360,000 compounds, 0.83% hits; DNA (cytosine-5)-methyltransferase 1 (Homo sapiens), P26358; inhibition (reported as % activation of signal), % at 10 µM; in the data active = inhibition above about 50%
Target sequence (P26358 504-1616 limits assumed): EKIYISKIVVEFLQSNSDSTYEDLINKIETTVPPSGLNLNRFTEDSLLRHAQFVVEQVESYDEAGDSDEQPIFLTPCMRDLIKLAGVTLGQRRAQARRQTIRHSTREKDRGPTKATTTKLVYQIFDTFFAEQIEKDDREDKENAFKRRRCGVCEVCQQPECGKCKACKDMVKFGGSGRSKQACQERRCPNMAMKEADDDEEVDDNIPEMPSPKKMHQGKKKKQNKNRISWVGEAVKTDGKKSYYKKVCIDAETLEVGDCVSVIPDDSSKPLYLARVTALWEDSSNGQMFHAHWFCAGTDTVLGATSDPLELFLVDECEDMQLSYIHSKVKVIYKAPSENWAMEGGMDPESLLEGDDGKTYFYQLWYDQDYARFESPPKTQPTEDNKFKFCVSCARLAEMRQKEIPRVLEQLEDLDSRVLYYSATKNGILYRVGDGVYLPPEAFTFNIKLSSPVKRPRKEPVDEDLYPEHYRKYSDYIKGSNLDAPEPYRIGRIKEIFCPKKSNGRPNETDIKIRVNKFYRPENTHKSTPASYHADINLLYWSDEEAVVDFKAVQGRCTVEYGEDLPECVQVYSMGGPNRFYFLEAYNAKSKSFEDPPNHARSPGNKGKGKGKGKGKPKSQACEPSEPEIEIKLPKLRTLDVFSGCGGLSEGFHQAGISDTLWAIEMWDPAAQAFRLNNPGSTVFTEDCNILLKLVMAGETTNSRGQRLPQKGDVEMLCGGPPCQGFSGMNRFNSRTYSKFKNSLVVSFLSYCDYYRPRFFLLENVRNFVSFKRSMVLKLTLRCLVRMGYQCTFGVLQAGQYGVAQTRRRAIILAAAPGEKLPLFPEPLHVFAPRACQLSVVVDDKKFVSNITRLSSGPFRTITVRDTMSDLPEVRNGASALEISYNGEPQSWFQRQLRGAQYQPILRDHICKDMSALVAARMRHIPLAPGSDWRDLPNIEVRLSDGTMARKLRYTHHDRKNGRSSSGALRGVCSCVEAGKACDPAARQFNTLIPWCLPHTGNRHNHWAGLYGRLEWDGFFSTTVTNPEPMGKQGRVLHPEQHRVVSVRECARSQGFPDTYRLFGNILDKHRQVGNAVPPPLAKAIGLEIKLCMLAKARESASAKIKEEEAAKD
MsrA inhibitor: bovine MsrA enzyme inhibitors, primary screen, biochemical, absorbance, HTS; Methionine sulfoxide reductase A (Bos taurus); purified bovine MsrA, absorbance read-out; inhibition, % at 15.5 µM; 360,000 compounds, 0.75% hits; in the data active = inhibition above about 4.5%;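 note: 0% = vehicle wells with enzyme and 100% = reference inhibitor wells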
CSN deneddyl inh: inhibitors of CSN-mediated cullin deneddylation, primary screen, biochemical, fluorescence polarization, uHTS. COP9 signalosome complex subunit 5 (Homo sapiens), Q92905. Purified CSN, SCF-Nedd8-OG deneddylation. inhibition, % at 12.5 µM. 360,000 compounds, 0.38% hits. AID 651999, 2013;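 active = pattern-corrected inhibition above about 35%, with an unprinted fluorescence ratio check between 0.5 and 1.5, limit read from the data, passing the limit was not always enough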;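 note: 0% = enzyme with substrate and 100% = substrate without enzyme; some results filed as inactive read as strong as hits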
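Assay system: purified human Csn5 enzyme expressed in HEK293T cells; Input: 0.24 nM Csn5 enzyme, final concentration; Reagent: 10 nM SCFSkp2-Nedd8OG; Compound dosing: 12.5 µM single point; Times: reaction 90 min, room temperature; Technique: fluorescence polarization readout.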
STEP block: STEP phosphatase inhibitors, primary screen, biochemical, fluorescence intensity, uHTS. recombinant STEP, OMFP fluorogenic substrate. inhibition, % at 20 µM. Tyrosine-protein phosphatase non-receptor type 5 (Homo sapiens), P54829. 360,000 compounds, 0.25% hits;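 active = inhibition at 20 µM, scaled per plate between control wells, above about 37%, limit read from the data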;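 note: 0% = DMSO with enzyme and substrate and 100% = substrate only without enzyme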
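Test system: STEP tyrosine phosphatase / Reagent: OMFP at 25 µM / Doses: 20 µM, 1% DMSO / Read-out: percent inhibition scaled to no-enzyme and uninhibited-enzyme controls, plate-pattern corrected / Detection: FITC-channel fluorescence of OMFP product / Medium: Bis-Tris buffer pH 6.0, 2.5 mM DTT, 0.005% Tween 20 / Schedule: 20 min at room temperature, dark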
* hit, by the source's call; i = inactive; nt = no result given.

Start of the data: the first 3 records (preview)
SUMO1-SIM PPI	TbMetRS inhib	LMPTP block	CSN deneddyl inh	MsrA inhibitor	Scp-1 inhibitor	Rpn11 inh	NadD block	DNMT1 block	STEP block	SMILES
-1	-0.7	-1.3	0	1.0	-8	i	-2	3	-1	COC(CNC(=O)Cn1ncc2ccsc2c1=O)OC
4	-0.3	-0.2	0	0.6	-13	i	-5	-1	-5	COCCCNC(=O)C(=O)Nc1cc2c3c(c1)CCN3C(=O)CC2
-17	-0.5	3.6	5	-0.4	21	i	21	21	1	O=C(C[n+]1cc(-c2ccc(Cl)c(Cl)c2)n2c1CCC2)N1c2ccccc2Sc2ccccc21

This part in full, repeating the preview:
SUMO1-SIM PPI	TbMetRS inhib	LMPTP block	CSN deneddyl inh	MsrA inhibitor	Scp-1 inhibitor	Rpn11 inh	NadD block	DNMT1 block	STEP block	SMILES
-1	-0.7	-1.3	0	1.0	-8	i	-2	3	-1	COC(CNC(=O)Cn1ncc2ccsc2c1=O)OC
4	-0.3	-0.2	0	0.6	-13	i	-5	-1	-5	COCCCNC(=O)C(=O)Nc1cc2c3c(c1)CCN3C(=O)CC2
-17	-0.5	3.6	5	-0.4	21	i	21	21	1	O=C(C[n+]1cc(-c2ccc(Cl)c(Cl)c2)n2c1CCC2)N1c2ccccc2Sc2ccccc21
-5	-0.8	1.1	-2	0.7	-15	i	14	2	0	COC(=O)c1c(NC(=O)COC(=O)c2ccc(O)cc2)sc2c1CCCCC2
-2	-0.1	-1.1	-4	0.9	-9	i	7	3	-3	CC1CCN(CCNC(=O)c2ccc(NC(=O)C3CCCO3)cc2)CC1 (configuration not stated)
1	-1.3	-0.5	7	0.8	0	i	-2	13	1	O=C(CSc1nc2ccccc2o1)NC(=O)NCc1ccco1
3	1.9	3.2	5	0.9	8	i	-4	3	-2	Cc1nc(NN)nc(NCc2ccccc2)n1
-10	-0.1	1.9	2	0.0	-17	i	-2	-3	-1	O=C(COC(=O)c1cc(S(=O)(=O)N2CCCCC2)ccc1N1CCOCC1)c1ccc(Cl)cc1
-2	-0.2	0.5	1	-0.1	-13	i	-7	-1	2	COc1ccc(OC)c(C(=O)COC(=O)c2ccccc2O)c1
-13	-0.5	-0.5	1	6.9*	5	i	0	4	2	O=C(CN1CCN(Cc2ccccc2)CC1)N/N=C\C=C/c1ccco1
4	-0.3	2.4	0	-1.0	-5	i	-6	-3	1	CC(C)(C)c1ccc(OCCC(=O)OCC(=O)Nc2ccc(N3CCOCC3)cc2)cc1
0	-0.4	-0.3	-6	0.6	-3	i	12	-2	1	NC(=O)c1nn(CC(=O)Nc2cccc(S(=O)(=O)N3CCCC3)c2)c(=O)c2ccccc12
-3	-0.2	-1.3	2	0.1	nt	i	1	1	0	Cn1nc(C(C)(C)C)cc1C(=O)N1CCCCC1c1cc(C(=O)NCc2cccnc2)no1 (configuration not stated)
1	0.1	-2.7	1	-1.3	-1	i	-2	1	14	CC(=O)Oc1ccc(C(=O)O)c(OC(C)=O)c1
5	-0.6	-0.2	3	-0.3	nt	i	1	6	2	CCSCCCn1[nH]c2ccccc2c1=O
-34	-0.3	-0.6	-1	1.1	23	i	16	-1	0	CC[n+]1c(/C=C/c2ccc(OC)c(OC)c2)ccc2ccccc21
-5	0.1	-0.8	-4	0.0	-3	i	3	0	-4	COCCNC(=O)/C(C#N)=C/c1cccc(NC(=O)c2ccccc2Cl)c1
-11	-1.4	0.2	-3	-0.2	1	i	0	1	2	CC(=O)Nc1ccc2c(c1)C(=O)c1ccccc1C2=O
-16	-0.3	0.0	-1	0.4	3	i	0	3	-3	CNC(=O)OC(C)CNS(=O)(=O)c1ccc(C)cc1 (configuration not stated)
1	-0.3	-1.1	-1	1.1	4	i	13	16	1	O=C(COC(=O)c1sc2ccccc2c1Cl)Nc1ncc(Cl)cc1Cl
20	0.1	2.4	3	-0.7	nt	i	3	11	-1	CC(=O)c1cccc(NC(=O)c2cccc3c(-c4cccnc4)coc23)c1
2	-1.3	-1.2	3	-1.1	31	i	1	-1	-1	N#Cc1cccc(Cn2cc(C(F)(F)F)ccc2=O)c1
-9	-1.4	4.0	5	2.8	-3	i	12	1	3	COCCN1C(=O)C(O)=C(C(=O)c2ccco2)C1c1cccc(Oc2ccccc2)c1 (configuration not stated)
0	-0.9	0.4	-3	-0.6	1	i	-9	1	0	O=C(Nc1cccc(NC(=O)C2C3CC4OC(=O)C2C4C3)c1)c1ccccc1 (configuration not stated)
2	-0.6	-1.2	1	-0.8	10	i	-5	0	-1	COc1ccc(NS(=O)(=O)c2c(C(=O)N3CCCCCC3)c(C)n(C)c2C)cc1

Following part.
SUMO1-SIM PPI	TbMetRS inhib	LMPTP block	CSN deneddyl inh	MsrA inhibitor	Scp-1 inhibitor	Rpn11 inh	NadD block	DNMT1 block	STEP block	SMILES
-3	-1.1	-6.2	0	0.1	nt	i	7	20	-1	CCC1NC(=O)c2cc3ccccc3cc2-n2c1nc1ccc(OC)cc1c2=O (configuration not stated)
-32	-0.1	0.1	3	1.4	-3	i	1	-2	4	O=C(NC1CCCCCC1)c1ccc([N+](=O)[O-])s1
-2	0.5	85*	-1	-0.1	18	i	15	61*	2	C(=C\c1nc(N2CCCC2)c2ccccc2n1)/c1ccccc1
31	0.5	12	27	0.6	53*	i	16	69*	63*	Cc1cccc(C(=O)Oc2ccc(/C=N/NC(=O)c3cc(O)cc(O)c3)cc2)c1
5	-0.3	-0.5	-2	0.2	-6	i	-3	1	-1	COc1ccccc1OCC(=O)Nc1ccc(S(=O)(=O)Nc2onc(C)c2C)cc1
3	0.3	4.1	3	1.1	-7	i	16	-8	-2	Cc1cccc(N2CCN(C(=O)Cc3ccc(-n4c(=O)[nH]c5ccsc5c4=O)cc3)CC2)c1C
-1	0.1	-0.6	3	-1.6	-3	i	0	0	-2	CN(Cc1ccccc1F)C(=O)c1ccc2c(=O)n3c(nc2c1)CCC3
-1	2.4	-1.9	2	-0.4	-4	i	3	1	0	O=C1c2cccnc2C(=O)N1CNc1ccc(Cl)cc1
8	-0.8	2.2	1	-2.2	-4	i	3	-1	2	Cn1c(N)c(C(=O)CSc2nc(N)cc(N)n2)c(=O)n(C)c1=O
10	-0.4	3.8	-3	0.0	-1	i	3	5	0	CCCc1cc2c(=O)c(-c3ccccn3)coc2cc1OC
37	-0.7	0.9	-9	0.5	-3	i	2	-13	-2	COc1ccc2cc(-c3cc(C(=O)OCC(=O)NC4CCS(=O)(=O)C4)c4ccccc4n3)ccc2c1 (configuration not stated)
19	-0.2	-2.4	4	-0.9	-5	i	19	3	5	CC(C)(C)c1ccc(-c2nc3[nH]c(=O)cc(NC(=O)c4ccco4)n3n2)cc1
-1	-0.3	-0.1	-4	-0.6	5	i	-3	1	-1	COc1cccc(OC)c1C(=O)NC(=O)NNc1cc(C(F)(F)F)cc(C)n1
-9	-0.8	-1.6	5	0.0	16	i	21	-1	-3	Cc1c(C(c2ccc([N+](=O)[O-])cc2)c2c(C)n(C)n(-c3ccccc3)c2=O)c(=O)n(-c2ccccc2)n1C
-3	0.0	-1.0	-4	0.7	-6	i	-1	0	3	O=C(NC1CCCCCC1)C1CCCN(S(=O)(=O)c2cnc[nH]2)C1 (configuration not stated)
-1	-0.2	-2.0	0	0.5	nt	i	2	7	0	CC1(C(=O)NS(=O)(=O)c2ccc(C#N)cc2)CCN1C(=O)CC1CCCCC1 (configuration not stated)
-6	-0.4	-2.0	2	1.4	nt	i	1	6	-4	COc1cc(NC(=O)COc2cc(C)cc3oc(=O)cc(C)c23)cc(OC)c1OC
0	-0.8	0.9	2	-0.7	-5	i	-1	0	-3	C[C@@H]1CN(C2CCN(Cc3nc(CC4CC4)no3)CC2)C[C@H](C)O1
-10	-0.4	1.0	-1	1.2	5	i	13	-9	-1	COc1cc(/C=C/C(=O)OCC(=O)Nc2ccc(Cl)cn2)ccc1O
0	-0.8	1.6	-4	1.5	-13	i	-7	-6	-2	COC(=O)c1c(NC(=O)c2c(OC)cccc2OC)sc2c1C(C(=O)OC)CC2 (configuration not stated)
